PP5 inh: PP5 phosphatase inhibitors, primary screen, biochemical, fluorescence; Serine/threonine-protein phosphatase 5 (Homo sapiens), P53041; purified PP5c, OMFP substrate fluorescence; inhibition, % at 6.7 µM; hit rate 0.18% among 320,000; AID 1987, 2009;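 active = inhibition above the campaign's mean inhibition across all tested compounds plus 3 SD, cut at about 9.5% in these data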;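 note: 0% = DMSO only and 100% = 100 µM cantharidin control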
Target sequence (P53041 whole entry, looked up): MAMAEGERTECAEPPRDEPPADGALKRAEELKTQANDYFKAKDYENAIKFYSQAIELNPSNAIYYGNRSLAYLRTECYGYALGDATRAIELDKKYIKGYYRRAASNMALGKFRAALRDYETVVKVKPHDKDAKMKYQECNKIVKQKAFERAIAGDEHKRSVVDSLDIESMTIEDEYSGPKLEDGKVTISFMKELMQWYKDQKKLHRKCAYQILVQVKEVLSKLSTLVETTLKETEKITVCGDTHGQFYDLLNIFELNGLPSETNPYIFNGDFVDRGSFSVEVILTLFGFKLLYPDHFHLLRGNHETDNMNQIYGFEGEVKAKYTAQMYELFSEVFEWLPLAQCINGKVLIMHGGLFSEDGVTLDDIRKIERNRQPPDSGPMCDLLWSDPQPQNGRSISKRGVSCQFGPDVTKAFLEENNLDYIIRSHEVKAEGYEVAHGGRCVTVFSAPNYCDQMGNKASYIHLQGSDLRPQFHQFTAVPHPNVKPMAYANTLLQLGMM
Efflux pump mplx: inhibitors of Candida efflux pumps in yeast, primary screen, S. cerevisiae, Nile Red, multiplex. S. cerevisiae Candida pump triplex. inhibition, % at 10 µM. hit rate 0.44% among 330,000. AID 485275, 2010;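 active = plate passing quality check with inhibition over a set limit, or well fluorescence over plate mean plus 4 SD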;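 note: Nile Red retained in pooled yeast measured as flow cytometry median fluorescence; 0% = buffer negative control and 100% = Enniatin B positive control; higher means more Nile Red kept so more efflux inhibition; some compounds called inactive have numbers as strong as hits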
TPT1 inh: Candida albicans TPT1 enzyme inhibitors, primary screen, biochemical, fluorescence polarization. tRNA 2'-phosphotransferase TPT1 (Candida albicans SC5314). inhibition, % at 5 µM. recombinant caTPT1, FP RNA substrate dephosphorylation. hit rate 0.81% among 300,000;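 active = inhibition above the mean of all tested compounds plus 3 SD, set per screening campaign, cut at about 24% in these data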;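 note: plate controls were DMSO alone for no effect and ferristatin control at 100 nM for full effect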
PREPL inh: PREPL enzyme inhibitors, primary screen, biochemical, fluorescence polarization | hit rate 0.68% among 320,000 | inhibition, % at 5.96 µM | recombinant PREPL, fluorescence polarization activity-based probe; in the data active = inhibition above about 43%;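 note: 0% = enzyme with DMSO and 100% = wells lacking enzyme; many of its hits are not listed in these tables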
ZTA counter: blocks Epstein-Barr virus ZTA, an EBNA-1 counter-screen; P03206; ZTA-DNA binding, fluorescence polarization; inhibition, % at 11 µM; hit rate 0.15% among 320,000; in the data active = inhibition above about 33%
Target sequence (P03206 whole entry, looked up): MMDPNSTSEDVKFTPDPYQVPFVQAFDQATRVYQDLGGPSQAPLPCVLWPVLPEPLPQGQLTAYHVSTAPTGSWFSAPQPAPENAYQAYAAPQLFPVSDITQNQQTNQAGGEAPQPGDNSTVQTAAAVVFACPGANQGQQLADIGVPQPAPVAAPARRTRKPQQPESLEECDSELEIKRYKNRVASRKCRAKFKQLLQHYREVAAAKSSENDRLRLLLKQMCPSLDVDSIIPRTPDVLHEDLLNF
core dimer inh: inhibitors of HCV core protein dimerization, primary screen, biochemical, TR-FRET, high-throughput | TR-FRET GST/Flag-core106 dimerization, 1536-well | hit rate 0.33% among 300,000 | inhibition, % at 5 µM;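 active = inhibition above the mean of all tested compounds plus 3 SD, set per screening campaign, cut at about 45% in these data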
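Material: GST/Flag-tagged HCV core106 proteins. Incubation: 4 h, 22.5 °C incubation. Read-out basis: inhibition (%) from 671 over 617 nm ratio. Measured by: TR-FRET, excitation 340 nm, emission 617 and 671 nm.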
CTSL1 counter: Fasciola hepatica cathepsin L1 inhibitors, primary screen, counter-screen for PFM18AAP inhibitor project, biochemical, QFRET, fluorogenic peptide substrate. recombinant F. hepatica cathepsin L1, Z-Leu-Arg-MCA fluorescence. inhibition, % at 5.96 µM. hit rate 0.49% among 300,000;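 active = inhibition above the mean of all tested compounds plus 3 SD, set per screening campaign, cut at about 17% in these data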;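 note: 0% = plate median of test compound wells and 100% = 1 µM Z-Phe-Ala-diazomethylketone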
EBNA-1 inh: EBNA-1 DNA-binding inhibitors, primary screen, biochemical, fluorescence polarization; hit rate 0.34% among 300,000; inhibition, % at 14.8 µM; AID 1950, 2009; in the data active = inhibition above about 28%
PP1 inh: PP1-alpha phosphatase inhibitors, primary screen, counter-screen for PP5 inhibitor project, biochemical, fluorescence, OMFP substrate, single point; purified PP1alpha; inhibition, % at 6.7 µM; hit rate 0.9% among 320,000; Serine/threonine-protein phosphatase PP1-alpha catalytic subunit (Homo sapiens), P62136; AID 2235, 2010;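 active = inhibition above the mean inhibition of all tested compounds plus 3 SD, computed separately for each screening campaign, cut at about 15% in these data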
Target sequence (P62136 whole entry, looked up): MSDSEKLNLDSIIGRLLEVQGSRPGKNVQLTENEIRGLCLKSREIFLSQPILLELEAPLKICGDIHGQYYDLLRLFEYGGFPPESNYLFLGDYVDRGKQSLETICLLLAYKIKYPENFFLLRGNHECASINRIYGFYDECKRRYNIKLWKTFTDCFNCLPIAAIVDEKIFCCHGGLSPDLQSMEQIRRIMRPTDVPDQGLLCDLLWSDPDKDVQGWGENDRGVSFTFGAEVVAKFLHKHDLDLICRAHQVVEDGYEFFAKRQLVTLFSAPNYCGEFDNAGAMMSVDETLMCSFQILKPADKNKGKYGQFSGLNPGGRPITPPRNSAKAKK
* = called active by the depositor; . = no result given. A portion of the library (hit frequency here may not be typical).

SMILES	PP5 inh	Efflux pump mplx	TPT1 inh	PREPL inh	ZTA counter	core dimer inh	CTSL1 counter	EBNA-1 inh	PP1 inh
CCOc1ccc(-n2c(Cc3cc(=O)[nH]c(=O)[nH]3)nnc2SCC(=O)OC)cc1	1.8	-0.1	-2	2	1	-2	1	5	-5
CNS(=O)(=O)c1cccc(C(=O)NNC(=O)CN(C)S(=O)(=O)c2ccc(Cl)cc2)c1	-1.3	-0.1	-3	4	-4	-1	-2	3	-4
Cc1ccc(-n2c(C)cc(C=C(C#N)C#N)c2C)cc1	3.6	-0.2	-8	-13	-3	12	6	4	3
Cc1nn(CC(=O)NC(C)CCc2ccccc2)c(=O)c2nn(-c3ccccc3)c(C)c12 (stereo not drawn)	0.5	0.0	2	7	2	9	-1	-4	-2
CCc1cccc(NC(=O)Nc2cccs2)c1	2.5	-0.1	0	9	0	0	1	-9	-1
CC(C)COC(=O)/C(C#N)=C/c1c[nH]c2ccccc12	4.1	-0.3	0	7	12	7	3	2	-4
Cc1cccnc1NC(=O)c1ccc(OCc2c(C)noc2C)cc1	3.0	-0.1	1	3	2	9	-2	12	-4
C=CCN1C(=O)c2ccc(C(=O)N(CC(C)C)c3c(N)n(CCCC)c(=O)[nH]c3=O)cc2C1=O	-0.7	0.0	-3	5	1	0	2	-1	4
Cc1ccc(C(=O)N2CCCc3ccccc32)c(F)c1F	6.8	0.2	-1	0	5	-5	0	1	-3
CCOCCc1nnc(NC(=O)CS(=O)(=O)c2ccc(C)cc2)s1	-0.4	0.0	-4	-5	9	0	-3	11	1
C(=N\N1CCN(C2c3ccccc3-c3ccccc32)CC1)/c1ccccn1	4.3	0.0	-6	0	-10	18	6	-8	5
CC(=O)Nc1ccc(NC(=O)CCOc2cc(C)ccc2C)cc1	-1.8	-0.1	-3	2	-7	-5	-3	2	2
O=C(Nc1ccc(N2CCCC2)cc1)c1cccc(Cl)c1Cl	0.0	0.1	4	0	3	-13	7	0	-2
Cn1c(CCN2CCN(c3ccccn3)CC2)nc2cc(NS(=O)(=O)c3ccc(Cl)cc3)ccc21	1.9	0.2	-3	-9	0	15	-3	6	2
Cc1cccc(N/N=C/c2ccncc2)c1	-1.2	0.1	-3	4	4	-12	-1	10	-1
CCOc1ccc(NC(=O)N(c2ccccc2)c2ccccc2)cc1	-0.4	-0.1	2	-3	-3	6	-1	-2	-4
COc1ccc(-c2c(C(F)(F)F)nn(C)c2NC(=O)c2ccco2)cc1	1.0	-0.1	-2	7	7	-4	2	3	-1
Cc1nc2nc(SCc3ccccc3)[nH]n2c(=O)c1CCC(C)C	0.0	0.1	-3	9	3	11	2	-3	3
CC1=NN(C(=O)c2cccc(Cn3nc(C)c([N+](=O)[O-])c3C)c2)C(O)(C(F)(F)F)C1 (stereo not drawn)	3.4	0.1	1	8	8	-2	-1	-1	1
COc1ccc2nc3sc(C(=O)N4CCN(C)CC4)cc3cc2c1	-0.2	0.1	-1	12	-17	2	10	2	-3
C/C(=N\NC(=O)c1ccc(O)cc1)c1cccc(NC(=O)c2ccccc2C)c1	1.7	0.4	-1	7	13	-4	-1	-7	-7
O=C(O)c1cc(S(=O)(=O)N2CCOCC2)ccc1N1CCOCC1	1.3	-0.1	-5	15	-10	0	-4	3	0
CCn1c(SCC(=O)Nc2cccc(NC(C)=O)c2)nnc1C(C)C	2.9	0.0	2	5	10	-4	-4	4	0
CCOC(=O)N1CCN(C(=O)/C=C/c2ccc(OC)c(OC)c2)CC1	-0.1	-0.1	-3	0	19	-4	-11	4	-2
O=C(Nc1ccc(-n2cccn2)cc1)C1CCN(Cc2ccsc2)CC1	2.3	0.3	1	12	3	0	0	-9	1
More structures follow.
SMILES	PP5 inh	Efflux pump mplx	TPT1 inh	PREPL inh	ZTA counter	core dimer inh	CTSL1 counter	EBNA-1 inh	PP1 inh
O=C(Cc1ccc(Br)cc1)NCCCn1ccnc1	0.7	0.1	-1	7	-17	-8	-2	-2	1
CCN(CC)c1nc2ccccc2c(N)c1-c1ccccc1	0.4	-0.1	-5	18	-12	-3	0	3	-3
CC1(C)CC(=O)c2c(n(-c3cccc4ccccc34)ccc2=O)C1	1.7	-0.2	-3	14	-3	4	0	5	-1
CCSc1nc2ccc(N3C(=O)C4C5C=CC(C5)C4C3=O)cc2s1 (stereo not drawn)	1.7	0.1	-3	4	-1	-3	0	-9	1
Cc1ccc(N(Cc2cc(=O)[nH]c3ccccc23)C(=O)c2ccco2)cc1	2.2	-0.1	-3	-17	7	1	-2	7	2
Cc1cc(=O)oc2cc(O[C@@H]3O[C@H](CO)[C@H](O)[C@H](O)[C@H]3O)ccc12	0.6	0.0	-1	4	11	-13	5	2	0
CCOC(=O)C1CCCCN1Cc1cc(OC)ccc1OC (stereo not drawn)	2.1	0.0	-4	14	2	-3	-1	11	1
CCCCC1=CC2=C(c3ccco3)C(=O)C(C)(OC(=O)c3ccc(OC)cc3)C(=O)C2=CN1CC1CC1 (stereo not drawn)	1.6	0.1	-1	11	-2	33	4	4	6
Cc1ccc(/C=N/NC(=O)c2ccc3c(c2)OCCO3)s1	-1.9	-0.1	1	3	-1	0	5	8	-2
O=C(CN1CCC(C(=O)c2ccc3c(c2)OCCO3)CC1)Nc1ccccc1C(F)(F)F	0.9	-0.4	-2	3	6	5	8	8	3
CCCCc1nccn1CCn1ccnc1CCCC	0.8	0.0	1	-1	14	-3	3	10	-2
Nc1c(C(=O)Nc2ccccc2Cl)nnn1-c1ccc2c(c1)OCCO2	-0.2	0.0	2	3	10	2	7	-15	2
CCN(CC)S(=O)(=O)c1cnccc1N1CCN(c2cccc(Cl)c2)CC1	4.6	0.0	1	25	-3	4	1	-4	2
COC(=O)CSC1=C(C#N)C(c2ccccc2OC)C(C(=O)OC)C(=O)N1 (stereo not drawn)	2.8	0.2	4	7	6	1	1	-3	-6
FC(F)C(F)(F)C1=CC(c2ccccc2)=NCCN1	0.6	-0.3	3	8	-12	-2	1	-1	-1
COc1ccc(/C=C2\SC(=O)N(CCC(=O)Nc3ccc(S(=O)(=O)Nc4nccs4)cc3)C2=O)cc1	4.0	-0.1	-2	1	-19	17	4	5	21*
Cc1ccccc1C(=O)NCC(c1ccco1)N1CCc2ccccc2C1 (stereo not drawn)	-0.9	0.0	-1	-5	12	1	4	5	-3
CCCCc1nnc(NC(=O)c2oc3ccccc3c2C)s1	5.4	-0.2	-2	-6	-7	-5	0	-2	-7
FC(F)Sc1nc2ccccc2[nH]1	0.1	-0.1	-3	6	3	-2	-4	9	1
O=C(CSc1nc2[nH]ncc2c(=O)[nH]1)Nc1cccc([N+](=O)[O-])c1	-0.9	-0.1	-3	25	-15	-6	1	1	-2
COc1cc(C(=O)N(C)CCOc2ccc(C)cc2)ccc1OC1CCN(C(C)=O)CC1	0.8	0.0	-3	4	-6	2	-1	-3	2
COC(=O)c1cc(C(=O)N2CCN(c3cccc(C)c3C)CC2)cc([N+](=O)[O-])c1	3.5	0.0	-6	28	-22	4	-4	-2	3
CC(C)NC(=O)CN(c1cccc(Br)c1)S(C)(=O)=O	1.1	-0.1	2	9	16	7	-3	6	-5
CCCc1c(C(=O)OCC)[nH]c2c1C(=O)CCC2	0.2	-0.1	-1	-5	7	-3	-1	17	-4
Cc1cccc(C)c1OCc1nc2ccccc2c(=O)n1/N=C/c1ccc(OCC(=O)O)cc1	1.4	0.3	1	11	9	5	3	5	-1

Pulled by structure from the list above:
SMILES	PP5 inh	Efflux pump mplx	TPT1 inh	PREPL inh	ZTA counter	core dimer inh	CTSL1 counter	EBNA-1 inh	PP1 inh
O=C(Cc1ccc(Br)cc1)NCCCn1ccnc1	0.7	0.1	-1	7	-17	-8	-2	-2	1
O=C(CN1CCC(C(=O)c2ccc3c(c2)OCCO3)CC1)Nc1ccccc1C(F)(F)F	0.9	-0.4	-2	3	6	5	8	8	3
Cc1cc(=O)oc2cc(O[C@@H]3O[C@H](CO)[C@H](O)[C@H](O)[C@H]3O)ccc12	0.6	0.0	-1	4	11	-13	5	2	0
CC(C)NC(=O)CN(c1cccc(Br)c1)S(C)(=O)=O	1.1	-0.1	2	9	16	7	-3	6	-5
Cc1ccc(/C=N/NC(=O)c2ccc3c(c2)OCCO3)s1	-1.9	-0.1	1	3	-1	0	5	8	-2

(more compounds)
SMILES	PP5 inh	Efflux pump mplx	TPT1 inh	PREPL inh	ZTA counter	core dimer inh	CTSL1 counter	EBNA-1 inh	PP1 inh
CC(=O)Nc1ccc(S(=O)(=O)NC2CC2)cc1	2.2	0.1	3	-5	-1	-1	-4	3	1
COc1ccc(/C=C/C(=O)O)cc1Cl	0.3	0.0	0	12	1	0	-3	-2	1
Cc1cc(C)cc(CC2CC(=O)N(c3ccc4c(c3)OCCO4)C2=O)c1 (stereo not drawn)	-0.7	-0.1	-2	10	4	0	-3	9	-6
CC(=O)c1ccc(-c2ccc(C(=O)Nc3nc(C)c(C(C)=O)s3)o2)cc1	0.7	-0.1	.	17	0	.	.	.	6
N/C(=N\c1nc2ccccc2o1)NC(=O)/C=C/c1ccccc1	-3.0	0.0	0	-4	7	4	-3	27	-6
Cc1ccc2nc(Cl)c(C3CC(c4cccs4)=NN3S(C)(=O)=O)cc2c1 (stereo not drawn)	2.1	-0.3	-2	-6	-9	1	6	2	0
Oc1ccc(C2Nc3cccc4cccc(c34)N2)c(O)c1	5.6	0.0	0	1	-8	0	0	-16	3
O=C(NCCO)C1(c2ccc(Cl)cc2)CCCC1	-0.5	0.0	-4	4	-14	-4	-5	5	-4
O=C(NCc1cccnc1)c1cc(-c2ccc(Cl)cc2)oc1C(F)(F)F	5.8	0.1	-4	-67	-5	2	-1	6	-6
O=C(O)c1ccc(CN(c2ccccn2)S(=O)(=O)c2ccccc2)cc1	-0.1	0.1	2	10	-6	-2	-1	-2	0
CCCn1nc(C(=O)NCc2ccccn2)c2ccccc2c1=O	0.1	-0.1	-7	3	-11	-4	2	7	-2
COc1ccc(C2C(C(=O)c3ccccc3)=C(C)Nc3nc4ccccc4n32)cc1OC (stereo not drawn)	1.7	-0.3	-2	4	-4	12	-3	-3	5
CN(C(=O)CSc1ncnc2sc3c(c12)CCC3)C1CCS(=O)(=O)C1 (stereo not drawn)	1.8	0.1	.	26	6	.	.	.	-5
Cc1c(C(=O)OCC(=O)N2CC(=O)Nc3ccccc32)oc2ccccc12	1.2	-0.2	-7	-14	0	6	-1	6	-4
c1ccc(N2CCN(Cc3cnc(N4CCOCC4)s3)CC2)cc1	1.0	0.0	2	14	14	7	9	3	-4
CC1CC(=O)N(CC(=O)Nc2ccc(F)cc2F)c2ccccc2S1(=O)=O (stereo not drawn)	0.2	0.0	-1	-3	1	2	-3	-1	-2
O=C1NN=C(c2ccc(Cl)cc2)CC1c1cccc(Br)c1 (stereo not drawn)	3.1	0.0	-5	-31	-5	8	-4	-6	0
COc1ccc(/C=C/c2c([N+](=O)[O-])c(=O)n(C)c(=O)n2C)cc1O	0.9	0.2	2	6	0	4	-1	-11	-1
CC1CCc2c(sc(NC(=O)c3ccccc3C(=O)O)c2C#N)C1 (stereo not drawn)	4.8	-0.2	-3	-1	10	8	0	3	-4
Cc1cccc(NC(=O)c2ccc(COc3ccccc3[N+](=O)[O-])o2)n1	-0.3	-0.1	31*	4	-1	11	-3	10	-1
Cc1ccc2c(c1)C(O)(CC(=O)c1ccc(C)s1)C(=O)N2 (stereo not drawn)	3.0	0.0	2	-16	-2	-10	1	-6	-2
Cc1cccc(/C(N)=N/OC(=O)CCC2CCCCC2)c1	-4.1	-0.1	-5	17	-9	-6	-9	-9	5

Screens deposited in PubChem by several laboratories.
